# GalR3 antagonist = human GalR3 antagonism. AID 651719. actives 0.44% (n = 360,000). HEK293 GalR3-CNG cAMP membrane potential fluorescence; galR3 body fused to GalR1 C-terminus. inhibition, % at 3 µM;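 active means inhibition above the screen-wide average plus 3 SD, cut at about 13% in these data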;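 further: forskolin and galanin both at EC90 stimulate the cells; cAMP rise reported by CNG channel membrane potential dye signal; 0% = forskolin plus galanin with DMSO and 100% = forskolin alone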
# IDE cell inh = cellular human IDE inhibition | P14735 | HEK cells, FAbetaB cleavage, fluorescence polarization | inhibition, % at 5.59 µM | actives 0.41% (n = 320,000) | AID 434962;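 active means percent inhibition above the average of all tested compounds plus 3 SD, set per screening campaign, cut at about 16% in these data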;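 further: IDE supplied by intact live HEK cells; FP after avidin binding of uncleaved biotin substrate so inhibition keeps polarization high; 0% = DMSO wells and 100% = 60 µM reference IDE inhibitor Ii1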
# IMP-1 inhibitor = inhibitors of Pseudomonas aeruginosa IMP-1 metallo-beta-lactamase | inhibition, % at 5.6 µM | AID 1556 | actives 0.45% (n = 290,000) | purified IMP-1, nitrocefin hydrolysis, epi-absorbance fluorescence;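 active means inhibition above the mean plus 3 SD of all compounds in the same screening run, cut at about 4.5% in these data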;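 further: 0% = IMP-1 with DMSO and 100% = DMSO wells lacking enzyme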
#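 System: purified IMP-1; amount: IMP-1 0.2 nM before substrate addition; compound: single dose, 5.6 µM; times: 25 °C, 15 min preincubation, 25 min reaction; signal: Epi-absorbance via hydrolysed-nitrocefin quenching of white-plate fluorescence, 480/530 nm, EDTA stop; benchmarks: DMSO with and without IMP-1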
# CRFR2-BP antag = antagonists of CRF-binding protein/CRF-R2 receptor complex | inhibition, % at 11.8 µM | AID 588475 | actives 0.59% (n = 350,000) | HEK293 CRF-R2/CRF-BP, CRF-induced calcium fluorescence;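 active means inhibition of the ligand-induced calcium signal above about 50% at the single tested concentration, limit read from the data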
# IDE cell activ = IDE (human) activation, cell-based; HEK cells, FAbeta-B cleavage, fluorescence polarization; 0% vehicle, 100% cell-free pure enzyme wells; activation, % at 5.96 µM; actives 0.073% (n = 340,000); AID 493087;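 active means activation above the mean of all tested compounds plus 3 SD, set per screening campaign, cut at about 17% in these data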
# NS3 helicase inh = inhibitors of Hepatitis C virus NS3 helicase; actives 0.56% (n = 290,000); NS3 helicase DNA unwinding, Cy5 molecular beacon fluorescence; AID 1800; inhibition, % at 10.9 µM;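 active means inhibition above the mean of all tested compounds plus 3 SD, set per campaign, cut at about 35% in these data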;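 further: 0% = DMSO wells and 100% = thioflavine S control wells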
#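 System: NS3 helicase fragment of HCV / Schedule: 1 h at 25 °C / Control set: DMSO alone as 0% and 110 µM thioflavine S as 100% / Reagent: Cy5/quencher beacon DNA duplex and ATP to start / Technique: Cy5 fluorescence / Replication: singlicate / Evaluation: % inhibition of end-to-start signal ratio versus controls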
# p-CIP stab down = p/CIP protein destabilization | decrease of EGFP signal, % at 10 µM | F442A p/CIP-EGFP cells, EGFP fluorescence, 16 h | actives 0.01% (n = 290,000) | Q05BA5;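 active means EGFP signal decrease of at least 30% at 10 µM or well 3 SD below plate mean, unless failing retest; inactive means the rest, including hits failing retest or dose response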; further: some compounds called inactive have numbers as strong as hits; many of its hits are not listed in these tables
# Target sequence (Q05BA5 1-1403): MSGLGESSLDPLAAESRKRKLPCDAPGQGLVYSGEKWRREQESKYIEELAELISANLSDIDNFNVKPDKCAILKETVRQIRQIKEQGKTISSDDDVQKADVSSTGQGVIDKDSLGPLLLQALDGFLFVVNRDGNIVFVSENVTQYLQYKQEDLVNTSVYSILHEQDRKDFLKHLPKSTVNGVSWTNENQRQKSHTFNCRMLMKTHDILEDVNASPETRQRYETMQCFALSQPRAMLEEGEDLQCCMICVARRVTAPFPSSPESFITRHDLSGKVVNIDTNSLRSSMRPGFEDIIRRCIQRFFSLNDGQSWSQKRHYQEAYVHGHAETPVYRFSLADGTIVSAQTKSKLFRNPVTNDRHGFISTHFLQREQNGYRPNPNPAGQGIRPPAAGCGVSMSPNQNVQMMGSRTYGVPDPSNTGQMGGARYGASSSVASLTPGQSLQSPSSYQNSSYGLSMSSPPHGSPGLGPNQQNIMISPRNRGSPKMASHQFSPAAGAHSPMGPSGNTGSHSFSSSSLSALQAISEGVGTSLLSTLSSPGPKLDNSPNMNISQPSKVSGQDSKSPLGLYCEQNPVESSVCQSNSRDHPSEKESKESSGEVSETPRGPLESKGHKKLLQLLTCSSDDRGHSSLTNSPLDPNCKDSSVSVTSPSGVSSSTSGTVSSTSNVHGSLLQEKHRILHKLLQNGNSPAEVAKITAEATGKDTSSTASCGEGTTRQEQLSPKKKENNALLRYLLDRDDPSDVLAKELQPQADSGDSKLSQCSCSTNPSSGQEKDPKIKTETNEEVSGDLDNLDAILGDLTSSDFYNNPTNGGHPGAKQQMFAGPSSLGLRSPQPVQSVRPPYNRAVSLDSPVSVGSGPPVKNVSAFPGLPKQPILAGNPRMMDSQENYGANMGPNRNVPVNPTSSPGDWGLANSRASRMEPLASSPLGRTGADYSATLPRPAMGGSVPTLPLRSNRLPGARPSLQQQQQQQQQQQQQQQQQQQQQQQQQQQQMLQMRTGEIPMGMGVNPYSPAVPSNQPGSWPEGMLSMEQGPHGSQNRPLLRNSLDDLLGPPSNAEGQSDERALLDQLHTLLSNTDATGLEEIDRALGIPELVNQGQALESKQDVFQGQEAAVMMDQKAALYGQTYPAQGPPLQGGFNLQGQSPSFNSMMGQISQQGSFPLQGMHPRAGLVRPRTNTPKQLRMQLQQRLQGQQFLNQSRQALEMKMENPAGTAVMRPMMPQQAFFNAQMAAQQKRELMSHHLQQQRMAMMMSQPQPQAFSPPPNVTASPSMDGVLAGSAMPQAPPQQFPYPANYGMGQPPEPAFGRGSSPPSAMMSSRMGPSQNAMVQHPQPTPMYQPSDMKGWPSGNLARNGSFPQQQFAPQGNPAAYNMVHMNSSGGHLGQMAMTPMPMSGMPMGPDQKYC
# SUMO HTRF inh = SUMOylation inhibition; actives 0.36% (n = 290,000); AID 2006; HTRF SUMOylation assay, SAE1/SAE2 + UBC9, in vitro; inhibition, % at 35 µM; in the data active means inhibition above about 50%, passing the limit was not always enough; further: strong numbers were not always called active
# VIM-2 inh = blocks Pseudomonas aeruginosa VIM-2 metallo-beta-lactamase; purified VIM-2, nitrocefin hydrolysis, epi-absorbance fluorescence; inhibition, % at 5.6 µM; actives 0.89% (n = 290,000); AID 1527;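 active means inhibition above the mean of all tested compounds plus 3 SD, cutoff set per screening run, cut at about 7.5% in these data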;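 further: red hydrolysis product quenches plate fluorescence so inhibitors raise well fluorescence; 0% = enzyme with DMSO and 100% = DMSO without enzyme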
# * = called active by the depositor; . = not tested or not shown; & = joins results of further samples.
mol,p-CIP stab down,IDE cell activ,GalR3 antagonist,VIM-2 inh,IMP-1 inhibitor,SUMO HTRF inh,CRFR2-BP antag,IDE cell inh,NS3 helicase inh
Cc1ccsc1C(=O)NC1CCCN(Cc2ccc(Cl)cc2)C1 (stereo unspecified),-8,-4,-4,3.8,1.1,-7,0,.,7
Cc1cc(C)c(NC(=O)CSc2nccn2C)c(C)c1,-3,5,5,-1.2,-2.4,1,-2,-6,-17
CC(=O)Nc1ccccc1NC(=O)C/C(C)=N/NC(=O)c1ccc([N+](=O)[O-])c(Cl)c1,-7,1,-2,-7.2,-2.2,6,3,4,-2
Nc1ccc(C(=O)O)cc1,.,7&3&0,-1&-6,.,.,.,39&9&4,6&-1&-1,.
Clc1ccccc1-c1nnc2n1CCCCC2,8,0,3,0.1,-1.8,9,-3,-4,6
COc1ccc(CC(=O)N/N=C(/C)c2ccco2)cc1,1,0,-6,-1.3,-2.2,18,2,2,-2
Cc1ccc(C(=O)Nc2nnn(C)n2)cc1,5,5,-2,-1.0,-1.9,5,-19,3,-15
O=C(/C(=C/O)N=Nc1cccc(C(F)(F)F)c1)c1ccccc1,-2,8,-2,-2.3,-2.1,-12,3,-6,23
COc1ccccc1NS(=O)(=O)c1ccc(C(N)=O)cc1,-10,6,-4,-1.5,-3.1,3,-4,1,-13
O=c1c2c(nc3c(-c4ccc(Cl)cc4)c[nH]n13)CCC2,9,6,-1,0.5,-2.3,-2,4,1,8
COc1ccc(NC(=O)C(=O)c2cn(CC(=O)N3CCCC3)c3ccccc23)cc1OC,13,0,-5,-4.2,-2.6,13,-5,-3,-2
O=C(COC(=O)c1ccc(-c2cnc3ccccc3n2)cc1)c1ccccc1,-3,1,2,-0.8,-2.8,2,4,7,33

# (more compounds)
mol,p-CIP stab down,IDE cell activ,GalR3 antagonist,VIM-2 inh,IMP-1 inhibitor,SUMO HTRF inh,CRFR2-BP antag,IDE cell inh,NS3 helicase inh
Nc1cnnc(N/N=C\c2ccccc2)c1Cl,.,-2,-3,.,.,.,6,-3,.
O=C1CC(N2CCC(c3nc4ccccc4o3)CC2)C(=O)N1c1cc(Cl)cc(Cl)c1 (stereo unspecified),-9,3,-5,-2.2,-4.9,-25,0,8,2
COc1ccc(S(=O)(=O)N(CC(=O)O)c2ccc(C)cc2)cc1,-7,4,-2,-0.8,-3.1,10,-17,2,3
Cc1ccc(S(=O)(=O)NCCC(=O)Nc2ccncc2)cc1C,.,0,-3,.,.,.,5,-5,.
O=c1[nH]c(-c2ccccc2)cs1,3,1,7,1.3,0.1,17,-11,3,15
Cc1nnc(SCc2cc(=O)oc3ccc4ccccc4c23)n1Cc1ccccc1,-13,-2,-2,6.3,-2.6,17,-7,7,24
CCOCCCNCc1cn(-c2ccc(F)cc2F)nc1-c1ccccc1C,-4,1,-6,-3.2,-3.4,12,6,-1,-16
Cc1nc(SCc2c(F)cccc2Cl)c2c(=O)n(C)c(=O)n(C)c2n1,-3,4,.,0.4,-2.8,1,34,6,-2
CCOc1ccccc1N(CC(=O)N1CCC(C(N)=O)CC1)S(=O)(=O)c1ccc(SC)cc1,-16,1,0,-0.8,-1.5,13,75*,4,-4
Cc1ccc(-c2cc(C(=O)N3CCCC(C(F)(F)F)C3)c3ccccc3n2)o1 (stereo unspecified),.,1,-2,.,.,.,-7,-4,.
CN1CCN(CC(=O)Nc2c(C(=O)C3CC3)oc3ccccc23)CC1,-10,0,1,21*,-4.2,22,8,3,3
CCN(CC)CCCNC(=O)c1oc2ccc(S(=O)(=O)N3CC(C)CC(C)C3)cc2c1C (stereo unspecified),-2,-1,-4,-2.5,-3.5,5,-5,3,-68

# (listing goes on)
mol,p-CIP stab down,IDE cell activ,GalR3 antagonist,VIM-2 inh,IMP-1 inhibitor,SUMO HTRF inh,CRFR2-BP antag,IDE cell inh,NS3 helicase inh
COc1ccc(C(=O)COC(=O)c2ccc(NC(=O)c3ccccc3)cc2)cc1,-21,1,-3,-6.8,-1.6,10,5,-2,-5
COC(=O)c1ccc(CSc2nc3scc(-c4cccs4)c3c(=O)[nH]2)o1,-8,1,-5,-4.6,-4.3,29,27,-2,10
CC(C(=O)NC1CCCC1)N(C(=O)Cn1nnc(-c2ccc(F)cc2)n1)c1ccccc1F (stereo unspecified),-12,5,-3,0.5,0.6,4,7,3,-13
COC(=O)c1c(C)[nH]c(C(=O)/C=C/c2ccccc2)c1C,-5,-1,-10,-1.1,-2.3,11,6,-9,-9
COC(=O)c1ccc(-n2c(C)cc(-c3csc(NC(=O)c4ccc(S(=O)(=O)N(C)C)cc4)n3)c2C)cc1,2,0,-1,7.3,-1.9,2,-5,9,14
Cc1c(C(=O)NC(=S)NCC(C)C)oc2ccccc12,3,-6,-7,-1.4,-4.0,4,-16,-2,-3
COc1ccc(C(C)=O)cc1CSc1nc2ccccc2c(=O)n1-c1cccc(C)c1,-5,0,-9,-1.8,-1.9,-12,16,8,5
CCOC(=O)c1cnc2c(C(F)(F)F)cccc2c1N1CCOCC1,-13,1,-1,3.0,-1.3,3,1,2,-11
COC1=C/C(=C/c2c(N)n3nc(CC(=O)N4CCOCC4)sc3nc2=O)C=CC1=O,-67,-23,-2,-3.6,-4.9,-1,-4,12,14
NCCOc1ccccc1Cc1ccccc1,-14,5,-5,-0.8,-5.0,-5,27,-4,-7
NS(=O)(=O)c1ccc(NC(=O)c2ccc3nccnc3c2)cc1,4,.,-2,0.8,-1.2,19,-14,3,-3
CN(c1ccc(OCC(=O)OCC(=O)Nc2ccccc2F)cc1)S(=O)(=O)c1cccs1,-8,4,2,-1.2,-3.1,-11,13,-1,-10

# Remaining list, next part:
mol,p-CIP stab down,IDE cell activ,GalR3 antagonist,VIM-2 inh,IMP-1 inhibitor,SUMO HTRF inh,CRFR2-BP antag,IDE cell inh,NS3 helicase inh
O=C(CSc1nc2ccc(N3CCOCC3)cc2c(=O)n1CCc1ccccc1)NCC1CCCO1 (stereo unspecified),-8,1,-5,-1.5,-1.4,29,-2,-2,12
CC(=O)C[C@H](O)CC(=O)[C@H]1OC(=O)CCCCCc2ccccc21,.,3,-6,.,.,.,-1,1,.
Cc1ccc(C(=O)NC(N(C)C)C(Cl)(Cl)Cl)cc1 (stereo unspecified),14,4,-4,-2.2,-4.1,-3,8,2,-2
COC(=O)c1sccc1-n1cccc1C(=O)C(=O)Nc1ccc(F)cc1,0,2,7,-2.2,-4.4,15,18,-4,3
Nc1ccc(C(=O)NC23CC4CC(CC(C4)C2)C3)cc1,3,2,-8,-1.8,-1.7,-6,0,-1,-2
Cc1ccc(C(=O)OCc2cn(-c3ccccc3)nn2)cc1,13,.,-6,-1.4,-1.5,1,-7,3,-1
O=C(NNC(=O)c1cc2cc3ccccc3nc2s1)c1cccc(Cl)c1,-3,-1,1,-3.2,-0.4,37,-31,-6,2
CCS(=O)(=O)c1ccc2c(c1)N(S(C)(=O)=O)CC(C(=O)NCCOC)O2 (stereo unspecified),-5,3,-2,-2.1,-2.2,-9,45,0,8
COc1ccc(NC(=O)NC2(C)CCS(=O)(=O)C2)cc1 (stereo unspecified),-1,2,2,-3.4,-0.7,8,4,.,-10
Cc1cc(C)c(S(=O)(=O)c2cccc(C)c2C)c(=O)[nH]1,-9,2,-9,-0.9,-0.2,20,6,-4,-11
Cc1c(F)cccc1NC(=O)CCCCCC1NC(=O)NC1C (stereo unspecified),-10,-19,-2,-2.4,-1.5,-15,-2,10,-9
CCCc1c(C(=O)Nc2ccc(OC)cc2)cnn1-c1ccccc1,-15,0,6,-2.1,-1.9,1,-18,5,-27

# (listing goes on)
mol,p-CIP stab down,IDE cell activ,GalR3 antagonist,VIM-2 inh,IMP-1 inhibitor,SUMO HTRF inh,CRFR2-BP antag,IDE cell inh,NS3 helicase inh
C/C(=N/NC(=O)c1ccc2c(c1)OCO2)c1cccc([N+](=O)[O-])c1,-12,3,5,-1.0,-1.3,1,15,-1,4
CSc1nc(N)nc2c1ncn2CC(=O)NCC1CCCO1 (stereo unspecified),.,1,-5,.,.,.,0,-1,.
CC(=O)Oc1c(-c2ccc(Br)o2)oc2ccccc2c1=O,-16,-55,-6,3.8,-2.2,6,-35,57*,0
CCOCCCNC(=O)CN1C(=O)COc2ccc(S(=O)(=O)N3CCCCCC3)cc21,-3,1,-8,-2.8,-2.4,3,-2,12,18
CN1C(=O)/C(=C/c2ccccc2OCc2cccc(F)c2)NC1=S,-1,4,-3,0.1,0.6,3,4,0,-8
CSC1=NCCN1C(=O)Cc1ccc(Cl)cc1,4,2,-2,-2.6,-4.0,6,50*,-1,1
CC1(C)Cc2c(C#N)c(SCC(=O)c3ccccc3)nc(N3CCOCC3)c2CO1,-20,-2,5,-2.7,-1.3,20,-4,-3,-2
Cc1ccc(S(=O)(=O)NN2C(=O)c3ccccc3NC2c2ccccc2O)cc1 (stereo unspecified),-2,.,3,-3.4,-2.4,10,-24,1,-14
NC(N)=NN=C1CCC(c2ccccc2)CC1 (stereo unspecified),-6,-1,-6,-2.3,-2.5,13,-18,2,-17
CC(C)(C)OC(=O)CNC(=O)c1[nH]cnc1C(=O)Nc1ccc(Cl)cc1,-8,-1,-4,.,.,-25,-12,-5,.
COc1ccc(C(=O)COC(=O)CCn2nnc(-c3cccc(O)c3OC)n2)cc1,0,-4,-4,-4.0,-3.2,-5,4,-2,-2
Cc1cccc(C)c1NC(=O)CN(C)C(=O)CC1CC2CCC1C2 (stereo unspecified),.,1,1,.,.,.,0,6,.

# (cont.)
mol,p-CIP stab down,IDE cell activ,GalR3 antagonist,VIM-2 inh,IMP-1 inhibitor,SUMO HTRF inh,CRFR2-BP antag,IDE cell inh,NS3 helicase inh
CC(O)COc1ccc(/C(=N/O)c2ccccc2)cc1 (stereo unspecified),2,6,-3,-2.4,-1.7,-5,-20,0,-2
COc1ccccc1CCNC(=O)CNC(=O)c1ccc2ccccc2c1,-2,-2,-9,-0.7,-3.6,-2,3,0,0
CC(C)C1=NN2C(=N)CC(=O)N=C2S1,6,2,-1,-4.4,-1.8,-24,-2,4,7
C=CCn1c(SCC(=O)c2cc(C)n(C(C)COC)c2C)nc2sc(C)c(C)c2c1=O (stereo unspecified),2,-4,0,-0.6,0.2,-18,37,3,10
Cn1nnnc1SCC(=O)Nc1ccccc1Br,-3,3,-3,-2.3,-2.9,23,-8,-4,-1
Cc1sc2nc(SCC(=O)NCCO)n(-c3ccccc3)c(=O)c2c1C,-11,0,-6,-2.2,-2.7,0,-10,2,-1
O=C(Nc1ccccc1F)c1ccncc1,5,3,-3,-1.3,-3.8,-1,2,0,-2
O=C(O)c1ccc(/C=N/NC(=O)c2ccc(Br)cc2)cc1,6,7,0,-5.3,-6.7,9,12,6,2
Cc1ccc(-n2c(=O)c3sccc3n(Cc3cc(=O)n4ccccc4n3)c2=O)cc1,-6,7,6,-2.1,-2.1,18,0,-6,-2
C[C@H](NC(=O)c1nc[nH]c1C(=O)NC1CCNCC1)C(=O)OC(C)(C)C,.,-2,-13,.,.,.,5,3,.
COCc1nnc(NC(C)=O)s1,-10,7,-5,-2.8,-3.0,13,15,10,-4
C(=N\Nc1nc2ccccc2[nH]1)/c1ccc2c(c1)OCCO2,0,-8,1,-4.5,-4.1,-13,-14,9,-24
